OX1R antag-1 = antagonists of human orexin 1 receptor (OX1R) | O43613 | OX1R-expressing cells, FRET antagonist read-out | inhibition, % at 6.6 µM | 330,000 tested, 1.8% active | AID 485270; in the data active = inhibition mostly above about 38%, no sharp cut-off; inactive = mostly below about 40%;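 also: 0% = agonist challenge alone and 100% = reference antagonist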
Target sequence (O43613 whole entry, looked up): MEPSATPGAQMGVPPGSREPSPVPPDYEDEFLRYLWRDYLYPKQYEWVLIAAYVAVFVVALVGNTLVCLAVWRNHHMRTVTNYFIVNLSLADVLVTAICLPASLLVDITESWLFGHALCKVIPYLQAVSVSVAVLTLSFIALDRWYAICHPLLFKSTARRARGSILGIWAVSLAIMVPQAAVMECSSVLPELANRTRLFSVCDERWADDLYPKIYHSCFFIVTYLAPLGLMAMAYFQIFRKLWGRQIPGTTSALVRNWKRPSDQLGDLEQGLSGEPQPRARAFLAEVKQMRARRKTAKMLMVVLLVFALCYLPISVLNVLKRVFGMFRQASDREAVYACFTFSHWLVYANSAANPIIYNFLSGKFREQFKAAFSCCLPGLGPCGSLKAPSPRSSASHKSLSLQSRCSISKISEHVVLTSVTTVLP
OX1R antag-2 = human HCRTR1 antagonism | CHO/OX1R cells, Fluo-8 calcium fluorescence, orexin A | 330,000 tested, 0.43% active | AID 434989 | inhibition, % at 5 µM | O43613;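 active = inhibition above its plate's threshold, mean inhibition of all tested compounds on the plate plus 3 SD, cut at about 37% in these data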;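 also: 0% = orexin A challenge wells and 100% = SB-334867-A antagonist wells; not every result past the cut was called active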
Starred values were filed as active, the others as inactive. No enrichment for hits; any-hit rate near 2%.

Order of results: OX1R antag-1	OX1R antag-2
> COc1ccc(S(=O)(=O)N(Cc2ccccc2)Cc2nc3ccccc3c(=O)[nH]2)cc1
  17.8	-16.8
> CC1CCN(Cc2c(C(=O)N/N=C/c3cccc(Cl)c3)nnn2-c2nonc2N)CC1
  4.2	-32.3
> CC(CCc1ccccc1)NC(=O)COC(=O)c1cccnc1Cl (configuration not stated)
  5.3	-15.3
> CCCn1c(SCC(=O)Nc2cccc(C(=O)OCC)c2)nnc1-c1ccoc1C
  19.9	-27.4
> CCCc1c(C(=O)Nc2ccc(F)cc2)cnn1-c1ccccc1
  17.2	-1.7
> Cc1occc1C(=O)N1CCCC(Nc2ccc(F)c(F)c2)C1 (configuration not stated)
  24.2	-9.5
> Cc1cc(C)c(C#N)c(N2CCC(C(N)=O)CC2)n1
  21.4	-10.6
> Cc1ccc(Cl)cc1N1CCN(S(=O)(=O)c2c(C(=O)N3CCOCC3)c(C)n(C)c2C)CC1
  1.6	-14.0
> O=C(Nc1ccc(Oc2ccccc2)cc1)C1CCCO1 (configuration not stated)
  -6.8	-6.4
> CCN(CC)c1ccc(/C=C(\C#N)C(=O)c2ccc(Br)cc2)cc1
  12.9	78.2*
> O=C(Cc1n[nH]c(=O)c2ccccc12)NC(c1ccccc1)c1ccccc1
  19.7	-22.3
> CCCCOC(=O)n1c(=O)oc2ccc(S(=O)(=O)N3CCCCC3)cc21
  20.9	-3.9
> COc1ccc(C2(C)NC(=O)N(CC3CCCCC3)C2=O)cc1 (configuration not stated)
  8.6	2.2
> CC(=O)NC(c1cc(Cl)c2cccnc2c1O)C1CC1 (configuration not stated)
  -1.6	-7.4
> COc1ccc(S(=O)(=O)N2CCCC(C(=O)O)C2)cc1 (configuration not stated)
  5.6	-15.5
> CCC(C)(C(=O)NC1CCCC1)N(C(=O)Cc1cccs1)c1c(C)n(C)n(-c2ccccc2)c1=O (configuration not stated)
  24.4	-1.4
> Cc1cccc(-n2c(SCC(=O)N3CCCC3)nnc2-c2ccccn2)c1C
  5.9	-2.4
> Cc1ccc(/C=N\NC(=O)c2ccc3c(c2)OCO3)o1
  9.7	-23.0
> CCOC(=O)Cn1c2c(c(=N)c3c1CCC3)CCC2
  23.1	2.6
> O=C(NNC(=O)c1cc(-c2ccccc2)n(-c2ccccc2)n1)c1cccc([N+](=O)[O-])c1
  9.2	-8.1
> CCCNC(=O)c1ccc(N2CCC3(CC2)CC(c2ccccc2)=NO3)c(NC(=O)Cc2ccc(F)cc2)c1
  25.9	-24.7
> CCOC(=O)C1CCN(C(=O)C2CCN(c3nnc(-n4cccc4)s3)CC2)CC1
  4.8	-20.6
> CCOC(=O)c1sc(NC(=O)c2cccc(S(=O)(=O)N3c4ccccc4CC3C)c2)cc1C (configuration not stated)
  7.8	2.8
> CC(C)CNC(=O)NC(=O)COC(=O)c1ccccc1Sc1ccc(C(F)(F)F)cc1[N+](=O)[O-]
  14.6	-5.8
> CCCC(=O)NC(=S)N1CCN(c2ccc([N+](=O)[O-])cc2)CC1
  9.9	-75.7
> CN1CCc2c(sc(NC(=O)C3CCCCC3)c2C(N)=O)C1
  3.2	-8.7
> COc1cccc(-c2[nH]nc3c2C(c2ccsc2)C(C#N)=C(N)O3)c1 (configuration not stated)
  19.6	-3.3
> Cc1cc(C)n2nc(SCCOc3ccccc3F)nc2n1
  6.7	-5.0
> CC1CCCCC12NC(=O)N(CC(=O)OCc1ccc(Br)cc1)C2=O (configuration not stated)
  5.6	16.3
> O=C(NCc1ccco1)c1nn2c(C(F)(F)F)cc(-c3cccs3)nc2c1Cl
  13.4	-8.5

Overlap with the part before: 3 compounds; new compounds follow.
Order of results: OX1R antag-1	OX1R antag-2
> Cc1cc(C)n2nc(SCCOc3ccccc3F)nc2n1
  6.7	-5.0
> CC1CCCCC12NC(=O)N(CC(=O)OCc1ccc(Br)cc1)C2=O (configuration not stated)
  5.6	16.3
> O=C(NCc1ccco1)c1nn2c(C(F)(F)F)cc(-c3cccs3)nc2c1Cl
  13.4	-8.5
> CCOC(=O)C1CCN(S(=O)(=O)NC[C@H]2O[C@@H](n3cnc4c(N)ncnc43)[C@H](O)[C@@H]2O)C1 (some centres not stated)
  7.1	14.3
> COc1ccc(-n2c(C)c(C(=O)O)c3cc(OC)c4ccccc4c32)cc1
  1.3	-24.4
> COc1ccccc1NC(=O)c1cc(S(=O)(=O)N2CCC3(CC2)OCCO3)ccc1F
  -0.6	-33.3
> Cc1cccc(C)c1NC(=O)CNC(=O)c1c(C)nn(-c2ccccc2)c1C
  25.2	-3.3
> COC(=O)c1ccc(N2CCN(CC(=O)c3ccc(C)cc3)CC2)c([N+](=O)[O-])c1
  20.7	-10.4
> Clc1ccc2c(c1)Nc1ccccc1CC2
  6.5	-27.3
> CN(CC(=O)N1CCN(c2ccccn2)CC1)S(=O)(=O)c1ccc(Cl)cc1
  11.0	-26.6
> CN1/C(=c2/s/c(=C3/C(=O)N(c4ccccc4)NC3=Nc3ccccc3)n(C)c2=O)C(C)(C)c2ccccc21
  37.3	20.8
> O=C(COC(=O)CCCC1=NS(=O)(=O)c2ccccc2N1)Nc1ccc(Br)cc1
  -5.3	-16.0
> O=C(/C=C/c1c(Cl)cccc1Cl)NCCc1ccccc1
  7.2	-11.4
> CCOC(=O)c1sc(NC(=O)CSc2nnc(-c3ccc(OC)cc3)n2CCOC)nc1C
  6.0	-13.6
> CCc1ccc(NC(=O)CSc2nc3ccsc3c(=O)n2CCC(=O)O)cc1
  3.9	-17.6
> c1ccc(-n2cc(CNCCc3cscn3)c(-c3ccc4c(c3)OCO4)n2)cc1
  16.3	-30.6
> O=C(CCc1nc2ccccc2c(=O)[nH]1)Nc1ccc(F)c([N+](=O)[O-])c1
  19.9	5.1
> O=[N+]([O-])c1cc(-c2ccc(/C=N/c3nc4ccccn4c3-c3ccco3)o2)ccc1Cl
  50.8	-9.8
> COc1ccc(-c2sc3ccccc3c2C#Cc2cncn2C)cc1
  10.9	-1.2
> CCOc1ccccc1NC(=O)COC(=O)CC(NC(N)=O)c1ccc(Cl)cc1 (configuration not stated)
  9.9	-22.7
> Cc1cccc(Sc2c([N+](=O)[O-])ncn2C)c1
  26.5	-0.4
> O=C(NC(c1ccccc1)c1ccccc1)C1(c2cccs2)CCOCC1
  16.5	-23.0
> CCCN(CCO)CCCc1ccccc1
  14.4	-17.9
> CCOc1cc(C(c2c(C)[nH][nH]c2=O)c2c(C)[nH][nH]c2=O)ccc1OS(=O)(=O)c1ccc(C)cc1
  -9.6	-0.9
> CN(CCNC(=O)C1CC(=O)N(c2ccc(F)c(Cl)c2)C1)Cc1ccccc1 (configuration not stated)
  15.1	-26.0
> O=C(c1ccc(S(=O)(=O)Cc2cc(F)ccc2F)c([N+](=O)[O-])c1)N1CCCCC1
  27.9	-20.0
> COc1cccc(OC)c1C(=O)N1CCN(Cc2ccccc2C)CC1
  -1.6	-11.8
> COc1ccc(S(=O)(=O)NC2CCCC2)c(OC)c1
  23.0	-5.0
> COc1ccc(C(O)(CCN2CCOCC2)c2ccccc2)cc1 (configuration not stated)
  -4.3	-22.9
> Cn1c(=O)c(Oc2cc(Cl)cc(Cl)c2)nc2ccccc21
  7.2	-4.7
> COC(=O)c1ccc2c(=O)[nH]c(CSc3nc(C)cs3)nc2c1
  8.4	-21.1
> COc1ccc(OC)c(-c2csc3nnc(SCC(=O)Nc4ccc(NC(C)=O)cc4)n23)c1
  6.3	-33.3
> CCOC(=O)C1CCN(C(=O)Nc2ccc(NC(=O)C3CCN(C(=O)OCC)CC3)cc2)CC1
  -0.2	-1.5
> COc1ccc(Cc2nc3ccc(C(=O)NCCn4cccn4)cc3o2)cc1
  7.5	-19.8
> Cc1cc(-c2nc(C)c(C(=O)NNS(=O)(=O)c3cccc(C(F)(F)F)c3)s2)no1
  5.5	-14.7
> N#Cc1ccccc1OCC(=O)NNC(=O)CCNC(=O)c1ccccc1
  0.7	-1.5
> O=C(NN1C(=O)C2C3C=CC(C4CC34)C2C1=O)c1ccccc1Cl (configuration not stated)
  18.7	3.7
> COc1ccccc1C(=O)Nc1nc(-c2cccs2)c(NC(C)=O)s1
  44.9	-24.8
> COc1cc(C(=O)NCC(C)(C)CNC(=O)c2cc(OC)c(OC)c(OC)c2)cc(OC)c1OC
  10.9	-23.8
> Cc1ccc(-c2cc(C(F)(F)F)c(C#N)c(=O)[nH]2)cc1
  43.9	-11.8
> COc1ccc(CC(=O)OCC(=O)c2ccc(F)cc2)cc1
  7.7	-5.0
> c1ccc(-n2nnnc2Sc2n[nH]c(-c3ccncc3)n2)cc1
  10.2	-13.1
> CC(=O)Nc1ccc(S(=O)(=O)NCc2nc(-c3ccccc3C)no2)cc1
  18.3	-5.8
> CSCC[C@H](N)C(=O)N1CCC(C(=O)N[C@H](C)C(=O)NC(C)c2ccccc2)CC1 (some centres not stated)
  4.5	-10.7
> O=C(O)/C=C/C(=O)NNc1ccc([N+](=O)[O-])cc1
  54.1	7.3
> Cc1ccccc1NC(=S)N(CCN(C)C)C(C)c1ccccn1 (configuration not stated)
  9.3	3.8
> COc1ccc(CC(=O)Nc2nc(-c3ccc(F)c(F)c3)cs2)cc1
  13.2	-23.1
> COc1nc2c(c(-c3cc(Br)cs3)c1C#N)Cc1ccccc1-2
  0.1	-15.8
> Cc1cccc(NC(=O)CSCC(=O)NCc2ccco2)c1
  37.6	-3.4
> COCCCNC(=O)c1cc(Sc2nnc(C)s2)nc2ccccc12
  7.5	-17.9
> COc1ccc(CNC(=S)Nc2ccc(-c3ccccc3)cc2)cc1
  1.4	-7.4
> Cc1ccc(CNc2ccccc2C(=O)O)s1
  9.3	-6.5
> Cc1nn(-c2ccccc2)c(C)c1N
  16.7	-11.2

The listing continues:
Order of results: OX1R antag-1	OX1R antag-2
> CCN1CCN(C(=O)/C(C#N)=C/c2ccc(OC(F)F)cc2)CC1
  -1.8	3.2
> Cc1ccc(NC(=O)Cn2ncc3c([nH]c4ccccc43)c2=O)cc1Cl
  4.6	-8.6
> CC(=O)Cc1nsc(NC(=O)c2ccc(-c3ccc(Cl)cc3Cl)o2)n1
  17.8	-6.5
> Cc1cc(NC(=O)c2ccc(C)c([N+](=O)[O-])c2)no1
  29.5	-5.4
> CC(=O)C(C)Oc1ncn(-c2ccccc2)n1 (configuration not stated)
  4.5	8.7
> CC(Sc1ncc(C(F)(F)F)cc1Cl)C(=O)NC(N)=O (configuration not stated)
  5.5	-11.8
> CCC(=O)Nc1nnc(S(=O)(=O)N(CC)c2ccc(OC)cc2)s1
  -0.6	-5.4
> COC(=O)c1cccc(NC(=O)NC(=O)c2ccc(Cl)cc2)c1
  9.0	-4.9
> Cc1ccccc1-c1nc2sc(-c3ccccc3)cc2c(=O)o1
  14.0	-1.6
> Nc1cccc(-c2nc3ccccc3[nH]2)c1
  7.1	-11.9
> CCCC(CCC)=NNC(=O)CN(Cc1ccccc1)S(=O)(=O)c1ccccc1
  14.8	-22.9
> CCC(=O)N=c1n(C)c2ccccc2n1CCOc1ccccc1
  17.5	-19.1
> CC(NC(=O)C(C)N1C(=O)c2cccc([N+](=O)[O-])c2C1=O)c1ccccc1 (configuration not stated)
  19.7	4.3
> CSc1cccc(NC(=S)N2CCCN(Cc3ccccc3F)C2)c1
  10.2	-1.0
> CCc1cccc(CC)c1NC(=O)COC(=O)c1ccccc1-c1nc2ccccc2s1
  12.5	-2.7
> Cc1ccc(C)c(NC(=O)COC(=O)c2ccc[n+]([O-])c2)c1
  3.5	-22.3
> COC(=O)c1ccc(NC(=O)c2ccccc2)o1
  6.2	-9.4
> CC1SC(C)C(=O)N(CC(=O)Nc2ccc3c(c2)OCO3)C1=O (configuration not stated)
  -0.7	-3.5
> COCCCNC(=S)NC1CC2CCC(C1)N2Cc1ccccc1 (configuration not stated)
  12.7	-12.7
> COc1ccc([N+](=O)[O-])cc1NC(=O)C(C)OC(=O)Cn1[nH]c(=O)c2ccccc2c1=O (configuration not stated)
  30.9	-16.2
> CC1(C)CCCC2=C1CC1C(=O)N(Cc3cccnc3)C(=O)C1C2 (configuration not stated)
  5.3	-0.8
> CCC1=C(c2ccc(C)cc2)S(=O)(=O)N=C1N1CCC(C(=O)NCCCN2CCCCC2C)CC1 (configuration not stated)
  11.6	-20.7
> CCOc1ccc(C(=O)NC(=S)NCc2cccnc2)cc1[N+](=O)[O-]
  14.9	-10.9
> CS(=O)(=O)Nc1ccccc1C(=O)NCCSCc1ccccc1
  24.8	-14.8
> COc1ccc(C(=O)NCCc2nnc3ccc(SCC(=O)NCCc4ccc(OC)c(OC)c4)nn23)cc1
  18.2	0.0
> Cc1cc(C)n2nc(SCCOc3ccccc3)nc2n1
  14.0	-22.2
> CNc1oc(-c2ccccc2)nc1S(=O)(=O)c1ccc(C)cc1
  21.9	-16.3
> Clc1ccc(Cl)c(-c2ccc(/C=N/c3ncn[nH]3)o2)c1
  2.4	4.5
> Cn1cc(/C=N\O)nc2c(=O)n(-c3ccccc3)c(=O)nc1-2
  77.7*	-1.5
> CC(Oc1ccccc1)C(=O)N=C1SC2CS(=O)(=O)CC2N1c1ccc(F)cc1 (configuration not stated)
  1.1	-9.1
> O=C(Nc1ccc2ccccc2c1)N1CCN(c2ncccc2C(F)(F)F)CC1
  32.8	-48.9
> CCC(C)Nc1nc2ccccc2n2c(C)nnc12 (configuration not stated)
  5.5	-17.3
